Screens (PubChem BioAssay)
Calb biofilm kill: clotrimazole potentiators killing Candida biofilms, primary screen, with clotrimazole, Alamar Blue. C. albicans biofilm + clotrimazole. inhibition, % at 6 µM. 0.14% of 85,000 active. AID 834, 2007;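 active = inhibition above 20%; inactive = inhibition below 20%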;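 note: preformed 24 hr biofilms exposed to compound for 48 hr; 0% = biofilm without compound and 100% = blank killed by clotrimazole plus chlorhexidine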
CYP2C9 activ: human CYP2C9 activators, primary screen, biochemical, luminescence; Cytochrome P450 2C9 (Homo sapiens), P11712; recombinant CYP2C9, luciferin-H conversion; stronger effect = higher value; factor 1 = untreated enzyme, 0 = blocked; activation factor at 5 µM; 1.4% of 96,000 active; AID 1024, 2008;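 active = activation factor of 2 or more for CYP2C9 at a 5 µM dose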;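 note: 0 = sulfaphenazole-blocked wells and 1 = vehicle-only wells; values of inactives mirror those of a sister screen read the other way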
Target sequence (P11712 whole entry, looked up): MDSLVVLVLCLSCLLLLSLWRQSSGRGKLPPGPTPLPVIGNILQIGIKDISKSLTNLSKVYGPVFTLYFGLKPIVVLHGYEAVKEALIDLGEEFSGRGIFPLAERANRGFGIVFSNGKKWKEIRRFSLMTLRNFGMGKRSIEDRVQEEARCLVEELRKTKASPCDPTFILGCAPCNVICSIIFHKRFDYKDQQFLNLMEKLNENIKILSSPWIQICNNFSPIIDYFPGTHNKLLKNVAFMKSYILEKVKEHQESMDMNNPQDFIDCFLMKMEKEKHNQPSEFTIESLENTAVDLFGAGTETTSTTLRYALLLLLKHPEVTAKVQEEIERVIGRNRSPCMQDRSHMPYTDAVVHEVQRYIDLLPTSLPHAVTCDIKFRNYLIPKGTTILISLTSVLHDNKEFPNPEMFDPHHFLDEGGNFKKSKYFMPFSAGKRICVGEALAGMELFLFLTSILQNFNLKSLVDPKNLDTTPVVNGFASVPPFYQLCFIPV
IL1B cytotox: cytotoxicity in IL-1B stimulated HUVEC, primary screen, cytotoxicity control for IL-1B NFkB translocation project, imaging, Hoechst nuclear count, IL-1B stimulus; 0.41% of 94,000 active; cell count reduction, % at 2 µM; HUVEC cell count loss;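 active = cell count reduction more than 3 SD above the screen-wide mean, cut at about 70% in these data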;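 note: normalized per plate to untreated control cells as the no-loss baseline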
CYP2C19 act: human CYP2C19 activators, primary screen, biochemical, luminescence; Cytochrome P450 2C19 (Homo sapiens), P33261; recombinant CYP2C19, luciferin-H EGE luminescence; stronger effect = higher value; 0 = fully inhibited enzyme, 1 = untreated enzyme; activation factor at 5 µM; 96,000 tested, under 10 active; AID 1025, 2008;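 active = activation factor of at least 2 at 5 µM in the primary screen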;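 note: 0 = wells with 2.5 mM tranylcypromine and 1 = vehicle-only wells; values of inactives mirror those of a sister screen read the other way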
TNFa cytotox: cytotoxicity in TNFa-stimulated HUVEC, primary screen, cytotoxicity control for VCAM1 expression modulator project, imaging, Hoechst nuclei count | HUVEC TNFalpha-stimulated, Hoechst cell count | cell count reduction, % at 2 µM | 0.17% of 93,000 active | AID 848, 2007;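 active = cell count reduction exceeding the screen mean by over 5 SD, scaled to untreated wells per plate, cut at about 78% in these data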;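 note: cells counted after 24 h of TNF alpha exposure following the 1 h pretreatment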
CYP2C9 inhib: blockers of cytochrome P450 2C9 activity – biochemical, luminescence, ADME assay, primary screen; inhibition, % at 5 µM; CYP2C9 Supersomes, luciferin-H conversion; 20% of 96,000 active;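 active = blocking of liver enzyme CYP2C9 beyond about 50% at 5 µM, limit read from the data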; note: values of inactives mirror those of a sister screen read the other way
DAT uptake mod: changed hDAT dopamine uptake under cocaine IC80, either direction, primary screen, cocaine antagonist project, cell-based, LLC-PK1 hDAT, [14C]-dopamine uptake, MLSMR | Sodium-dependent dopamine transporter (Homo sapiens), Q01959 | LLC-PK1 hDAT cells, [14C]-dopamine uptake with cocaine IC80; actives deviate in either direction | B-score at 10 µM | 1.3% of 110,000 active | AID 449768, 2010;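 active = Z score or B-score, a plate-position-corrected score, falls beyond the plate's 99.7% confidence bounds, in either direction; inactive = both scores lie inside the 99.7% bounds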;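 note: scored against the spread of the other compound wells on the same plate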
Target sequence (Q01959 whole entry, looked up): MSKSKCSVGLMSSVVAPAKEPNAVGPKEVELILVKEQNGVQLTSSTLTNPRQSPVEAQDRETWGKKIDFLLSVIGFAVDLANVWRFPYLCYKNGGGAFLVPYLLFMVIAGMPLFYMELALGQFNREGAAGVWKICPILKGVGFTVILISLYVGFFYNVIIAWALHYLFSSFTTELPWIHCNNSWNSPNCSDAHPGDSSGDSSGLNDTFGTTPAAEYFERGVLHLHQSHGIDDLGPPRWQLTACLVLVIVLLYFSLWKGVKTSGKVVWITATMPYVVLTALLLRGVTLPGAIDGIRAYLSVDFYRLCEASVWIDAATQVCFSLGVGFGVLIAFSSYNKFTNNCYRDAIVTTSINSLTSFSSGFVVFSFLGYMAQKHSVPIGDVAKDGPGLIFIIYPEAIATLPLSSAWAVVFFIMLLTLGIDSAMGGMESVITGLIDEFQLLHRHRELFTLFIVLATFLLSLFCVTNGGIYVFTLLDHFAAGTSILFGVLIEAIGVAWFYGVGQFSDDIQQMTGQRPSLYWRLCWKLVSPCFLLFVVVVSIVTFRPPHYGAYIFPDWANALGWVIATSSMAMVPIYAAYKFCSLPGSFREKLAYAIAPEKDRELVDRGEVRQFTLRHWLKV
CYP2C19 inhib: blockers of cytochrome P450 2C19 activity – biochemical, luminescence, ADME assay, primary screen | CYP2C19 Supersomes, luciferin-H EGE luminescence, 30 min | inhibition, % at 5 µM | P33261 | 21% of 96,000 active;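 active = CYP2C19 inhibition above a set limit at 5 µM in the primary screen, cut at about 50% in these data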;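 note: plate controls were negative control wells for no effect and 2.5 mM tranylcypromine positive control for full effect; values of inactives mirror those of a sister screen read the other way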
VCAM1 TNFa inh: inhibitors of TNFa-induced VCAM1 expression, primary screen, imaging, HUVEC, TNFa stimulus, immunofluorescence; HUVEC TNFa-induced VCAM-1 immunofluorescence, high-content imaging; inhibition, % at 2 µM; AID 802, 2007; 0.48% of 95,000 active;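 active = inhibition above the batch mean plus 3 SD, with images confirmed as a hit by eye, cut at about 37% in these data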;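 note: 0% = TNF-stimulated DMSO wells and 100% = unstimulated control wells; not every result past the cut was called active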
Active calls of the source: *; · = no result given. Compounds were not picked by outcome; any-hit rate near 29%.

SMILES	Calb biofilm kill	CYP2C9 activ	IL1B cytotox	CYP2C19 act	TNFa cytotox	CYP2C9 inhib	DAT uptake mod	CYP2C19 inhib	VCAM1 TNFa inh
CCOC(=O)CNC(=O)C(Cc1ccccc1)NS(=O)(=O)c1ccc2c(c1)CCC(=O)N2 (stereo unspecified)	·	·	-3	·	16	·	-0.046	·	13
O=C(Nc1ccc2nc(-c3cccnc3)[nH]c2c1)C12CC3CC(CC(C3)C1)C2	5	·	5	·	-25	·	0.89	·	4
Cc1cc(C)c(C(=O)CSc2n[nH]c(=O)n2C2CC2)cc1C	8	0.2	-71	0.5	-12	77*	-0.044	52*	7
O=C1c2ccccc2-c2c1cccc2C(=O)N1CCCCC1	5	·	-27	·	9	·	0.97	·	2
O=C(Nc1nc(-c2ccncc2)cs1)C1COc2ccccc2O1 (stereo unspecified)	-1	0.1	29	0	-15	90*	·	96*	12
COc1ccc(OC)c(-n2nnnc2SCC(=O)O)c1	7	0.8	2	0.9	-25	22	-0.8	7	6
O=C(O)c1cccc(CSc2nnc(Cc3ccccc3)o2)c1	2	0.9	-9	1	-16	6	0.55	-3	-16
COC(=O)c1c(C)cc(OC(C)=O)c(C)c1OC(C)=O	3	1.1	-5	1	-44	-11	0.42	2	4
O=C(CC1CCCC1)NCCc1cn2ccccc2n1	8	0.8	-22	0.3	0	21	·	68*	-4
O=C(COc1ncnc2c(Cl)cc(Cl)cc12)NCCC1=CCCCC1	-2	0.8	12	0.6	-20	17	0.09	39	-1
Cc1cc(C)n(-c2nc(SCCN(C)C)c3c4c(sc3n2)COC(C)(C)C4)n1	·	0.7	-29	0.8	-25	26	1.2	23	-2
Cc1ccc(S(=O)(=O)NCCC(=O)O)cc1	4	1.2	-6	1	-20	-21	1.6	2	13
COCCn1ccc(O)c(Cc2ccccc2)c1=O	·	1	-8	0.9	-19	-4	0.062	11	-1
CCCCc1ccc(C(=O)NC(C(=O)O)C(C)C)cc1 (stereo unspecified)	-2	1	-7	1	-5	-3	0.38	-5	15
CCOC(=O)c1ccccc1NS(=O)(=O)c1ccccc1F	10	2.9*	2	0.1	7	-191	-0.88	89*	-3
CCOC(=O)C1=C(Cc2ccc(Cl)cc2)C(=O)c2ccccc2C1=O	6	0.1	11	0	18	95*	-0.81	100*	6
CC1(C)CC(=O)C2=C(C1)N(c1ccc(F)cc1)C(=O)CC2c1ccsc1 (stereo unspecified)	10	1	9	0.4	-23	5	1.4	63*	14
CCc1cc(-c2n[nH]c(=S)n2N)n(C)n1	·	0.9	-108	1	-1	7	-0.14	5	-6
CC(C)C(=O)c1cn(CC(=O)NCc2ccco2)c2ccccc12	-1	·	10	·	7	·	1.7	·	12
O=C(Nc1ncnc2c1ncn2C1OC(COC(=O)c2ccccc2)C(F)C1O)c1ccccc1 (stereo unspecified)	5	0.1	-20	0.2	11	86*	0.66	80*	-4
Cc1c(NS(=O)(=O)c2ccc3[nH]c(=O)[nH]c3c2)c(=O)n(-c2ccccc2)n1C	5	1	-35	1.1	-5	0	-0.32	-13	0
CC(C)C(=O)Nc1cccc(NC(=O)CCN2C(=O)c3ccccc3S2(=O)=O)c1	6	0	7	0.1	-10	97*	0.35	87*	0
CN1CCN(c2ccc(Cl)cc2NC(=O)c2ccc(S(=O)(=O)N3CCCCCC3)cc2)CC1	-5	0.7	·	0.9	·	35	0.0031	13	·
COC(=O)c1cccc(NC(=O)C23CC4CC(C2)CC(n2cncn2)(C4)C3)c1	9	·	-50	·	-22	·	0.75	·	8
Cc1ccc(N(CC(=O)NC2CC3CCC2C3)S(C)(=O)=O)cc1C (stereo unspecified)	8	0.9	7	0.3	-16	10	1.4	73*	8
C=CCSc1nc(NC)c2sccc2n1	·	2.5*	8	0.8	3	-148	0.0064	22	-8
COc1ccc2c(c1)C1NC(=S)NC(C)(O2)C1C(=O)Nc1ccccc1C (stereo unspecified)	·	1	-5	1	6	1	-0.0023	4	-4
Cc1nc2c(C#N)c[nH]n2c(=O)c1Cc1ccccc1	3	0.4	-29	0.9	-5	63*	-0.15	13	-1
CCOC(=O)C1C(=O)CC(C)(O)C(C(=O)OCC)C1c1ccc(C)s1 (stereo unspecified)	4	0.9	-85	0.8	-25	6	-0.41	20	13
Cc1ccc2c(CSc3nnc(C4CC4)n3N)cc(=O)oc2c1C	5	1	-7	0.6	-45	0	·	44	13
Cc1ncc([N+](=O)[O-])n1CC(=O)NCc1ccccc1	·	0.9	-2	1	6	10	-0.39	1	16
CCOC(=O)c1cnc(-c2ccccc2)nc1Oc1ccccc1	·	0.8	-1	1	0	16	0.19	1	15
Cc1ccc(-c2cc(C(=O)N/N=C/C=C/c3ccco3)c3ccccc3n2)cc1C	·	0.7	-2	1	-19	34	·	-4	16
C=CCn1c(SCCC#N)nnc1-c1ccncc1	6	0.9	·	0.4	·	9	-0.06	55*	·
Cc1ccccc1OCC(=O)Nc1ccc(N2CCN(C(=O)C(C)C)CC2)c(Cl)c1	7	0.3	7	0.6	-36	69*	0.69	43	-6
O=C(O)C1CC(c2cccc(Br)c2)=NO1 (stereo unspecified)	2	1.2	1	1	-7	-23	-0.01	1	17
COc1ccc(CCNC(=O)CCN2C(=O)C(C)Oc3ccc(C)cc32)cc1OC (stereo unspecified)	5	0.7	-4	0.7	4	26	0.19	35	3
O=C(CSc1nc(-c2ccc(F)cc2)cs1)NC(=O)NCc1ccco1	5	1.6	-4	1	-28	-63	-1.1	2	6
COc1cc(C(=O)OCC(=O)Nc2c(F)c(F)c(F)c(F)c2F)cc(OC)c1OC	-5	0.6	5	0.2	-36	35	3.7*	78*	24
O=C(Cn1[nH]c(=O)c2ccccc2c1=O)OCC(=O)N1CCCc2ccccc21	·	0.6	-20	0.5	4	43	0.035	51*	19
O=C(Cn1cnc2c(nnn2-c2cccc(Cl)c2)c1=O)N1CCCC1	11	1.7	-4	0.9	-20	-67	0.21	10	6
Nc1ccc(C23CC4CC(CC(O)(C4)C2)C3)cc1	6	0.8	0	0.1	1	24	1.3	91*	-6
Cn1c2c(c(=O)n(C)c1=O)C(NC(=O)c1ccco1)(C(F)(F)F)C(=O)N2 (stereo unspecified)	3	1.1	0	1	-8	-7	-1.4	2	3
O=C(c1ccccc1F)N1CCN(c2ncccn2)CC1	11	0.7	26	0.6	0	31	-0.54	36	9
CC(=O)c1cccc(NC(=O)CN2C(=O)C3C4C=CC(C4)C3C2=O)c1 (stereo unspecified)	17	0.3	14	0	-43	72*	0.021	95*	-68
Cc1nnc(NC(=O)c2ccc(-c3cccc(C(F)(F)F)c3)o2)s1	7	1	-20	1.1	42	0	-0.49	-10	22
COCCCNC(=O)COc1ccc(Cl)c(C)c1	12	1.1	·	0.2	·	-6	0.0071	84*	·
COC(=O)C(CC(C(=O)OC)C(=O)OC)C(=O)OC	5	0.9	-7	0.9	15	7	0.71	6	16

Looked up one by one from the list above, 3 records:
SMILES	Calb biofilm kill	CYP2C9 activ	IL1B cytotox	CYP2C19 act	TNFa cytotox	CYP2C9 inhib	DAT uptake mod	CYP2C19 inhib	VCAM1 TNFa inh
COC(=O)C(CC(C(=O)OC)C(=O)OC)C(=O)OC	5	0.9	-7	0.9	15	7	0.71	6	16
COc1cc(C(=O)OCC(=O)Nc2c(F)c(F)c(F)c(F)c2F)cc(OC)c1OC	-5	0.6	5	0.2	-36	35	3.7*	78*	24
COc1ccc(CCNC(=O)CCN2C(=O)C(C)Oc3ccc(C)cc32)cc1OC (stereo unspecified)	5	0.7	-4	0.7	4	26	0.19	35	3

The results go on:
SMILES	Calb biofilm kill	CYP2C9 activ	IL1B cytotox	CYP2C19 act	TNFa cytotox	CYP2C9 inhib	DAT uptake mod	CYP2C19 inhib	VCAM1 TNFa inh
CCCc1nnc(NC(=O)c2cc(OC)cc(OC)c2)s1	-3	0.8	·	0.7	·	22	1.4	32	·
Cn1c(=O)c2cc(S(=O)(=O)NCCC(=O)NC3CCCCCCC3)ccc2n(C)c1=O	3	1.2	-4	1.1	-21	-20	-0.095	-10	12
Cc1ccc(-c2nnc3c4ccccc4c(C)nn23)cc1S(=O)(=O)N1CCN(CCO)CC1	3	0.7	-16	0.8	-4	26	0.63	21	7
O=c1c2ccccc2n(Cc2cccc(F)c2)c(=O)n1C1CCCC1	11	0.7	1	0.7	-25	27	0.12	32	8
FC(F)C(F)(F)C(F)(F)C(F)(F)c1cc(-c2ccccc2)n[nH]1	4	0.2	·	0.1	·	76*	-0.78	85*	·
Cn1ccnc1SCC(=O)Nc1ccccc1	5	·	-22	·	-33	·	-0.81	·	10
COC(=O)c1sc(S(=O)(=O)N2CCN(c3ccc(OC)cc3)CC2)c(C(=O)OC)c1C	4	1	-4	1	-18	2	-0.63	2	8
CCOC(=O)c1sc(NC(=O)CSc2nnc(-c3ccco3)o2)c(C(=O)OCC)c1C	4	0.2	-126	0.7	-16	79*	-0.43	25	21
Cc1ccc(S(=O)(=O)c2c(C)cc(C)nc2Oc2cccc(C)c2C)cc1	·	0.8	-46	0.9	-27	16	1.4	13	-13
Clc1ccc(OCc2nnc(-c3ccccc3Br)o2)c(Cl)c1	·	1.3	-20	1.1	-45	-28	-0.43	-7	-58
Cc1ccnc(SCC(=O)Nc2oc(-c3ccccc3)c(-c3ccccc3)c2C#N)n1	3	0.1	-15	0.6	-1	88*	0.71	36	4
CCCCC(=O)NCCNC(=O)c1cc(OCC(F)(F)F)ccc1OCC(F)(F)F	9	0.7	-61	0.9	-15	25	-1	12	-3
COC(=O)C1=C(C)N(C)C(C)=C(C(=O)OC)C1c1ccccc1C	6	0	-14	0	12	96*	-0.0046	98*	3
CCOC(=O)c1ccc(NC(=O)CCc2nc(-c3ccc(Cl)cc3)no2)cc1	1	0.9	0	1.1	-28	8	0.11	-10	11
Cc1ccc(S(=O)(=O)N(CC(=O)O)Cc2ccccc2)cc1	·	0.6	15	1.1	-16	36	-0.093	-5	8
O=C(Cc1n[nH]c(=O)[nH]c1=O)N/N=C/c1cccc(O)c1	1	1.2	16	1	5	-18	0.63	2	25
CSc1nc(C)cc(C)c1C#N	1	1	5	0.9	-2	1	0.15	6	3
CC1(C)CC(=O)c2c(nc3ccccc3c2N)C1	·	1	-28	0.8	-26	-1	0.27	16	2
COC(=O)c1cn(NC(=O)c2cccnc2)c(=O)c2ccccc12	7	0.9	-26	1.1	-33	7	-0.49	-8	14
Cc1sc2nc(SCC(N)=O)n(C)c(=O)c2c1C	4	·	-11	·	-15	·	-1.1	·	15
CCOC(=O)C1CCCN(C(=O)Cn2nc(CC)n3c(cc4sccc43)c2=O)C1 (stereo unspecified)	-1	0.6	6	0.2	-27	45	0.054	84*	-2
Cc1nccn1S(=O)(=O)c1ccc(Br)cc1Br	10	0.9	2	0.3	-39	10	-0.057	66*	1
COc1ccc(NC(=O)CC2Sc3ncnn3C2=O)cc1 (stereo unspecified)	9	1.1	3	1	13	-8	0.24	-4	-6
O=C1OC(Nc2ccccn2)c2ccccc21 (stereo unspecified)	3	1	2	1.1	-7	5	-2.3	-9	2
